EBNA-1 inh – blocks EBNA-1 binding to DNA; EBNA-1 DNA binding, fluorescence polarization; inhibition, % at 14.8 µM; actives 0.34% (n = 300,000); in the data active = inhibition above about 28%
proCasp7 act – activates human procaspase-7, counter-screen for procaspase-3 activators; P55210; recombinant procaspase-7, Ac-DEVD-pNA absorbance 405 nm; D23A/D198A/D206A triple mutant, cannot self-cleave; scale: DMSO 0, 5 µM enzyme 100; activation, % at 8.5 µM; actives 0.093% (n = 330,000); AID 463210;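 active = percent activation above the screen-wide mean plus 3 SD, cut at about 25% in these data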
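Material: Procaspase-7 triple mutant (PC-7 D3A) | Quantity: 2 µM procaspase-7 mutant as dispensed | Reagent: DEVD-pNA substrate | Times: 1 h preincubation, 2 h reaction | Technique: 405 nm absorbance of p-nitroaniline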
MEP2 TOR yeast – yeast TOR pathway MEP2-GFP modulation. S. cerevisiae MEP2-GFP strain, flow cytometry GFP, 3 h; 100% = DMSO control level. GFP response vs DMSO, % at 10 µM. actives 0.51% (n = 330,000). AID 2016;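 active = GFP response versus DMSO above a set limit, roughly screen mean plus 3 SD, cut at about 180% in these data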;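 also: median GFP fluorescence of the barcode-gated MEP2-GFP cells per well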
LAP4 TOR yeast – modulators of TOR pathway LAP4-GFP in S. cerevisiae; S. cerevisiae LAP4-GFP multiplex, flow cytometry GFP, 3 h; median GFP as percent of DMSO wells; GFP response vs DMSO, % at 10 µM; actives 0.34% (n = 320,000); AID 2023;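 active = GFP response vs DMSO above a set limit, about the screen mean plus 3 SD, cut at about 150% in these data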
AHR activator – activators of human aryl hydrocarbon receptor. AHR-responsive luciferase reporter cells, luminescence. activation, % at 5 µM. P35869. actives 2.5% (n = 320,000); in the data active = activation above about 47%;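 also: 0% = vehicle wells and 100% = reference agonist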
RPL19A TOR yeast – modulators of TOR pathway RPL19A-GFP in S. cerevisiae; S. cerevisiae RPL19A-GFP strain, flow cytometry, 3 h; active compounds read low; percent response vs DMSO, % at 10 µM; actives 0.3% (n = 330,000); AID 2025;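 active = percent response vs DMSO below 50%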;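 also: median channel GFP fluorescence of the barcoded RPL19A-GFP strain; ratio of sample median GFP to plate DMSO average so 100% = DMSO; lower means less RPL19A-GFP as with rapamycin TOR inhibition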
procasp3 activ – activates human procaspase-3; P42574; recombinant procaspase-3 D3A, Ac-DEVD-pNA absorbance 405 nm; activation, % at 8.5 µM; actives 0.11% (n = 330,000); AID 463141;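 active = activation above the mean of all tested compounds plus 3 SD, cut at about 21% in these data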;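 also: 0% = DMSO alone and 100% = DMSO wells spiked with extra 5 µM PC-3 D3A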
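Assay system: Procaspase-3 D3A mutant, all three cleavage aspartates alanine. Buffer or medium: Zinc-free HEPES saline buffer with Triton X-100. Times: 1 h compound preincubation, 2 h substrate hydrolysis at 25 °C. Measured by: 405 nm absorbance of p-nitroaniline, reads at 0 and 120 min. Read-out basis: percent activation relative to control range. Replicates: singlicate.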
ZTA counter – counter-screen for EBNA-1 inhibitors: inhibitors of Epstein-Barr virus ZTA | inhibition, % at 11 µM | P03206 | actives 0.15% (n = 320,000) | AID 2234 | ZTA-DNA binding, fluorescence polarization; in the data active = inhibition above about 33%
The depositor's hits bear a star; · = not tested or not shown; [ ] = another dose, or the depositor's remark. An unsorted share of the library, and some 3.8% of all compounds hit somewhere here.

Second line of a record: EBNA-1 inh, proCasp7 act, MEP2 TOR yeast, LAP4 TOR yeast, AHR activator, RPL19A TOR yeast, procasp3 activ, ZTA counter
1. Cc1ccc(S(=O)(=O)N2CCC[C@H]2C(=O)Nc2ccccc2C)cc1
 : ·, -7, 99, 96, -1, 103, -5, ·
2. O=C(CN1C(=O)CSC1=O)N1CCc2ccccc2C1
 : -8, 9, 107, 106, 2, 95, 3, 3
3. Clc1ccc2[nH]c3c(NCC4CCCO4)ncnc3c2c1 (stereo not given)
 : -4, -6, 110, 93, 76*, 104, -1, 4
4. CC(C)CCC(C(=O)O)C(C)CC(=O)NC1CCCCC1 (stereo not given)
 : -1, 5, 106, 105, -1, 104, 0, 6
5. Cc1cccc(C2c3[nH]c4ccccc4c3CCN2Cc2cnn(-c3ccc(F)cc3)c2)n1 (stereo not given)
 : 0, 6, 106, 109, 27, 96, 3, -6
6. COc1ccc(CNC(=O)CCS(=O)(=O)Cc2ccc(C)cc2)c(OC)c1
 : -1, 7, 110, 106, 1, 102, -7, 2
7. O=C(NCc1nnc(SCc2ccccc2)n1-c1ccccc1)C12CC3CC(CC(C3)C1)C2
 : 17, 8, 106, 105, 3, 101, -2, 18
8. NC(=O)CSc1nc2scc(-c3ccco3)c2c(=O)n1-c1ccccc1
 : 3, -14, 101, 97, 11, 99, -5, -18
9. CCOCc1nnc(NC(=O)c2cc(OC)c(OC)cc2[N+](=O)[O-])s1
 : -1, 4, 97, 96, 2, 100, 5, -4
10. O=C(CCN1CCN(c2ccc(F)cc2)CC1)Nc1ccccc1F
 : 5, 6, 106, 103, -2, 105, 3, 0
11. Cc1ccccc1NC(=O)Cn1c(C)nc2ccc(NC(=O)C3CC3)cc2c1=O
 : 9, -1, 109, 100, 4, 107, -1, 2
12. Cc1ccc(N=c2c([N+](=O)[O-])nn(-c3ccc(Cl)cc3)n2O)cc1C
 : -1, -2, 101, 114, 34, 100, -5, -5
13. Cc1nn(Cc2ccccc2)c(Cl)c1/C=C/C(=O)OC(C(=O)NC(N)=O)C(C)C (stereo not given)
 : 11, 9, 102, 104, 1, 90, 8, 7
14. CCC(C)NC(=O)CNC(=O)c1nn(-c2ccc(OC)c(Cl)c2)c(=O)c2ccccc12 (stereo not given)
 : 2, 3, 105, 103, 8, 97, 22*, 6
15. Cc1ccc(C)c(C(C)NC(=O)c2ccncc2)c1 (stereo not given)
 : 2, 2, 96, 92, 2, 101, 0, -2
16. CC(C)(C)c1ccc(C(=O)N2CCC(C(=O)c3ccccc3)CC2)cc1
 : -14, -2, 106, 111, 7, 102, -12, 0
17. COC(=O)c1ccc(OC(=O)CS(=O)c2ccccc2[N+](=O)[O-])cc1 (stereo not given)
 : -15, -4, 191*[may fluoresce violet], 220*[may fluoresce violet], 22, 69[may fluoresce violet], 5, -2
18. C/C(=N\Nc1ccc([N+](=O)[O-])cc1[N+](=O)[O-])C(C)C(C)C (stereo not given)
 : -4, 2, 98, 95, 5, 97, 5, -12
19. CC1CC(C)CN(C(=O)C(C)N(C)CC(=O)Nc2ccccc2Cl)C1 (stereo not given)
 : -19, 1, 98, 103, 0, 103, 9, -14
20. O=C(O)CCn1c(-c2ccccc2)cc2c1CCCC2=O
 : 3, 13, 104, 102, 0, 99, 7, 4
21. CC1CN(CCOc2cccc(Oc3ccccc3)c2)CC(C)O1 (stereo not given)
 : 6, 4, 103, 89, 1, 105, 2, 10
22. C/C(N)=C(/C#N)C(=O)CSc1nc2ccccc2c(=O)n1CCCO
 : 6, -2, 102, 94, 10, 104, -3, 1
23. CCOC(=O)c1nnn(-c2ccc([N+](=O)[O-])cc2[N+](=O)[O-])c1C
 : 8, 1, 83, 93, 2, 95, 4, 10
24. Cc1ccc(-n2nnnc2SCC(=O)N2Cc3ccccc3CC2C(=O)O)cc1 (stereo not given)
 : 13, 3, 97, 111, 1, 100, 5, 11
25. C=CCN(c1ccccc1)S(=O)(=O)c1ccc(Cl)c(C(=O)OCC(=O)NCCCN2CCCC2=O)c1
 : 4, 9, 94, 98, 5, 92, 2, -4
26. Nc1ccc2nc(C(F)(F)F)[nH]c2c1
 : 4, -1, 98, 94, 14, 101, 3, -4
27. COc1cccc(-c2noc(-c3cccs3)n2)c1
 : -3, 2, 98, 98, 48*, 102, 7, 0
28. CCC(C(=O)N1CCOCC1)n1c2ccccc2c2nc(=O)cc(C)n21 (stereo not given)
 : -1, -3, 103, 106, 0, 100, 7, -1
29. O=C(c1ccc2c(c1)N(Cc1ccccc1)CCS2)N1CCOCC1
 : 7, -5, 97, 93, 1, 102, -2, 11
30. Cc1ccc(-n2nnc(-c3cnc4ccccc4c3)n2)cc1
 : -2, 1, 110, 106, 24, 99, 7, 7

Carrying on.
Second line of a record: EBNA-1 inh, proCasp7 act, MEP2 TOR yeast, LAP4 TOR yeast, AHR activator, RPL19A TOR yeast, procasp3 activ, ZTA counter
31. CNC(=O)c1ccc(-c2sc3nc(N4CCOCC4)c4c(c3c2N)CCCC4)o1
 : 10, 2, 104, 114, 21, 97, 12, 9
32. CC(C)CCc1noc(CN(CC2CCC2)CC2CCCO2)n1 (stereo not given)
 : 0, 6, 102, 116, -1, 100, 4, 17
33. Cc1ccc(N2C(=O)C3C(C2=O)N2CCCN2C3c2ccccc2)cc1C (stereo not given)
 : 2, 18, 93, 92, 1, 88, 2, 10
34. CCOC(=O)C1CCCN(CCC(=O)Nc2ccc(C)c(C)c2)C1 (stereo not given)
 : 7, 6, 95, 96, -1, 95, -1, 7
35. CCOC(=O)C(O)(NC(=O)c1cccnc1)C(F)(F)F (stereo not given)
 : 4, 0, 101, 95, 0, 97, 6, -5
36. CCCCn1c(N)c(N(CC)C(=O)COc2ccc(C#N)cc2)c(=O)[nH]c1=O
 : ·, 6, 92, 92, -2, 90, 2, ·
37. O=C(COC(=O)C1CC(=O)N(Cc2ccccc2)C1)c1ccc(Br)cc1 (stereo not given)
 : -5, 1, 105, 105, 0, 104, -4, -8
38. COc1cc(-c2cc(C(=O)Nc3ccc(S(=O)(=O)NCc4ccco4)cc3)c3ccccc3n2)cc(OC)c1OC
 : 6, 6, 104, 92, 0, 104, -10, 7
39. CCC(C(=O)Nc1c2c(nn1C(C)(C)C)CS(=O)(=O)C2)c1ccccc1 (stereo not given)
 : 5, 9, 95, 101, 5, 95, -1, -7
40. NC(=O)c1ccsc1NC(=O)CN1C(=O)NC2(CCCCC2)C1=O
 : ·, 2, 99, 97, 4, 101, -2, -27
41. COC(=O)C1=C(NC(=O)c2ccc(C)c(C)c2)CCS1
 : 2, 14, 106, 109, 18, 97, 9, 4
42. CCOc1ccccc1N1CC(C(=O)Nc2c(C)n(C)n(-c3ccccc3)c2=O)CC1=O (stereo not given)
 : 2, 7, 101, 101, -2, 104, -6, 7
43. COc1ccc(-n2c(SCC(=O)Nc3ccc(C)cc3)nc(O)c(Cc3ccccc3)c2=O)cc1
 : 14, 9, 86, 70, -1, 103, -1, 27
44. C=CCNc1nc(Nc2ccccc2F)nc(OCC)n1
 : 2, -9, 107, 106, 38, 98, -1, -12
45. CCN1CCN(S(=O)(=O)c2ccc(C(C)(C)C)cc2)CC1
 : -11, 4, 135, 95, -1, 96, -4, -8
46. CCCN(CCC)S(=O)(=O)c1ccc(C(=O)N2CCC(=O)c3ccccc32)cc1
 : -29, -4, 94, 106, 12, 94, -4, 4
47. O=C1C(Cc2ccccc2)Nc2ncnc(N3CCCCC3)c2N1Cc1ccc(Br)cc1 (stereo not given)
 : ·, 9, 102, 107, 1, 100, -4, ·
48. O=C1CCCN1C(=O)CSc1nnnn1-c1cccc(F)c1
 : ·, 10, 100, 106, 0, 96, 11, ·
49. Cc1ccccc1C(=O)NC(=S)Nc1ccc(S(=O)(=O)N2CCOCC2)cc1
 : 2, 2, 96, 99, -3, 100, 4, 20
50. CCn1c(SCC(=O)N2CCC(C)CC2)nc2c(c1=O)SCC2
 : 9, 1, 101, 103, -1, 104, -5, 12
51. Cc1cccc(/C=N/NC(=O)NC23CC4CC(CC(C4)C2)C3)n1
 : 7, -5, 84, 100, 3, 97, -1, -6
52. Cc1c(CCOC(=O)CC23CC4CC(CC(C4)C2)C3)sc[n+]1CC(=O)c1ccccc1
 : -16, 7, 106, 98, 4, 100, 3, 0
53. COc1ccc(C2CN=NC23CCCc2ccccc2C3=O)cc1 (stereo not given)
 : -10, 3, 102, 101, 3, 101, 16, 3
54. Cc1ccccc1OCCn1c(C)nc2ccccc21
 : -2, -9, 115, 97, -1, 112, -15, -2

Copied from above: entries 31 to 43
Second line of a record: EBNA-1 inh, proCasp7 act, MEP2 TOR yeast, LAP4 TOR yeast, AHR activator, RPL19A TOR yeast, procasp3 activ, ZTA counter
31. CNC(=O)c1ccc(-c2sc3nc(N4CCOCC4)c4c(c3c2N)CCCC4)o1
 : 10, 2, 104, 114, 21, 97, 12, 9
32. CC(C)CCc1noc(CN(CC2CCC2)CC2CCCO2)n1 (stereo not given)
 : 0, 6, 102, 116, -1, 100, 4, 17
33. Cc1ccc(N2C(=O)C3C(C2=O)N2CCCN2C3c2ccccc2)cc1C (stereo not given)
 : 2, 18, 93, 92, 1, 88, 2, 10
34. CCOC(=O)C1CCCN(CCC(=O)Nc2ccc(C)c(C)c2)C1 (stereo not given)
 : 7, 6, 95, 96, -1, 95, -1, 7
35. CCOC(=O)C(O)(NC(=O)c1cccnc1)C(F)(F)F (stereo not given)
 : 4, 0, 101, 95, 0, 97, 6, -5
36. CCCCn1c(N)c(N(CC)C(=O)COc2ccc(C#N)cc2)c(=O)[nH]c1=O
 : ·, 6, 92, 92, -2, 90, 2, ·
37. O=C(COC(=O)C1CC(=O)N(Cc2ccccc2)C1)c1ccc(Br)cc1 (stereo not given)
 : -5, 1, 105, 105, 0, 104, -4, -8
38. COc1cc(-c2cc(C(=O)Nc3ccc(S(=O)(=O)NCc4ccco4)cc3)c3ccccc3n2)cc(OC)c1OC
 : 6, 6, 104, 92, 0, 104, -10, 7
39. CCC(C(=O)Nc1c2c(nn1C(C)(C)C)CS(=O)(=O)C2)c1ccccc1 (stereo not given)
 : 5, 9, 95, 101, 5, 95, -1, -7
40. NC(=O)c1ccsc1NC(=O)CN1C(=O)NC2(CCCCC2)C1=O
 : ·, 2, 99, 97, 4, 101, -2, -27
41. COC(=O)C1=C(NC(=O)c2ccc(C)c(C)c2)CCS1
 : 2, 14, 106, 109, 18, 97, 9, 4
42. CCOc1ccccc1N1CC(C(=O)Nc2c(C)n(C)n(-c3ccccc3)c2=O)CC1=O (stereo not given)
 : 2, 7, 101, 101, -2, 104, -6, 7
43. COc1ccc(-n2c(SCC(=O)Nc3ccc(C)cc3)nc(O)c(Cc3ccccc3)c2=O)cc1
 : 14, 9, 86, 70, -1, 103, -1, 27

Bioassay records as filed in PubChem.
